Screens (PubChem BioAssay)
Chronic BCR inh: qHTS Assay to Find Inhibitors of Chronic Active B-Cell Receptor Signaling; ABC-DLBCL IkBa-CBG/CBR reporter, luminescence ratio, 4 h; Potency, µM (doses to about 46.1 µM), inactives show at the highest dose ratio change, negative = lower green/red ratio, actives largely listed as inhibitors; 0.05% of 340,000 active; AID 493014, 2011; active = well fitted inhibition curve with a large enough effect in the signal ratio, with a control signal flat, not every such curve was filed as active; inconclusive = small, poorly fitted or top-dose-only effect, or effect the other way, or a change in a side signal; the % refers to the signal ratio;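 also: potency is read from the fitted curve at half-maximal effect; plate controls were basal doxycycline-induced cells for no effect and cells given 10 µM MG132 for full effect; MG132 reads +100%, hits lower the ratio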
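TMD8 ABC-DLBCL cells carrying doxycycline-inducible green luciferase fused to IkappaBalpha plus unfused red luciferase were exposed to compounds (up to 46 uM) for 4 hrs at 37C. Activity came from the overlap-corrected green/red luminescence ratio.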
PKM2 act: qHTS Assay for Activators of Human Muscle isoform 2 Pyruvate Kinase; 0.34% of 260,000 active; purified PKM2, Kinase-Glo ATP luminescence, activation; response scale: 0% is enzyme alone, no compound; Pyruvate kinase PKM (Homo sapiens), P14618; Potency, µM (top dose mostly 57.5 µM), for the others: at the top dose activation, usual class: activators; AID 1631, 2009; also: potency is read from the fitted curve at half-maximal effect; nearly all actives have a fitted effect of over 55% in size
Target sequence (P14618 whole entry, looked up, canonical isoform): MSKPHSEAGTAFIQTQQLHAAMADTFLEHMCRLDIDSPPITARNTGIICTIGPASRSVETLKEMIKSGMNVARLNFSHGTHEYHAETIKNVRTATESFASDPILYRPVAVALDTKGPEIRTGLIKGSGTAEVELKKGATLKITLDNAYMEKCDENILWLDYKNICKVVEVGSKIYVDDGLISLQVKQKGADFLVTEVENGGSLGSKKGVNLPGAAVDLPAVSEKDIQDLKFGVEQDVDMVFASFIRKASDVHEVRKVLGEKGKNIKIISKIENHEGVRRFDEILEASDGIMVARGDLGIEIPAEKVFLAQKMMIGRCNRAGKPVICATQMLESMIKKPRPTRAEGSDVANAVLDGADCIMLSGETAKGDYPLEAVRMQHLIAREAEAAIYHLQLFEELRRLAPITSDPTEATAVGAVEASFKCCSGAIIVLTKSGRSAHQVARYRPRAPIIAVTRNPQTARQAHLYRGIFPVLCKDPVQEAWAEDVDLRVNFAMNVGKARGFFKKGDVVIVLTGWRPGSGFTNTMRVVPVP
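Kinase-Glo luminescence reports ATP generated from ADP (0.1 mM) and PEP (0.5 mM) by purified hPK-M2 after 1 h at room temperature, pH 7.2 imidazole buffer; intermediate enzyme activity allows detecting inhibitors and activators.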
Eya2 inh: qHTS Assay for Inhibitors of the Phosphatase Activity of Eya2; recombinant Eya2, OMFP fluorescence dephosphorylation (OMFP is methylfluorescein phosphate); Potency, µM (series often up to 76.9 µM), inactives show at the top dose activity, negative = inhibition, actives largely listed as inhibitors; 0.006% of 330,000 active; AID 488837, 2010; also: potency is read from the fitted curve at half-maximal effect
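Eya2 (0.2 uM) preincubated 10 min at ambient with compound, then OMFP substrate added at 50 uM; 10 min reaction in 50 mM HEPES pH 7.5, 50 mM NaCl, 5 uM MgCl2, 0.05% BSA, 1 mM DTT. Fluorescence read at Ex 485/Em 525 nm.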
FBPA coupling cs: qHTS Assay for Inhibitors of Fructose-1,6-bisphosphate Aldolase from Giardia Lamblia: Coupling assay counterscreen; coupling enzyme system counterscreen, AmpLite Red fluorescence; AID 2472, 2010; 0.67% of 290,000 active; activity change, negative = inhibition, % at 58.2 µM, hits read low; in the data active = activity change below about -30%
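First, compound is pin-transferred into glyceraldehyde-3-phosphate coupling-enzyme reagent at 57.5 uM final and held 10 min at RT. Next, substrate, coupling system and AmpLite Red are added. After 20 min RT, fluorescence (525/598 nm) is read.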
uPA surface inh: qHTS for Inhibitors of Cell Surface uPA Generation; AID 540303, 2011; 0.31% of 330,000 active; cell surface uPA generation assay, qHTS; Potency, µM (series often up to 38.3 µM), for inactives: at the top dose activity change, negative = inhibition, hits mostly inhibitors; active = well fitted inhibition curve with a large enough effect; inconclusive = small, poorly fitted or top-dose-only effect; inactive = no such curve, though single readings can be large or run the other way; tested in mouse RAW 264.7 cells; also: potency is read from the fitted curve at half-maximal effect; nearly all actives have a fitted effect of over 55% in size
B2AR arrestin: qHTS assay of beta-arrestin-biased ligands of beta2-adrenergic receptor | Beta-2 adrenergic receptor (Homo sapiens), P07550 | beta-arrestin recruitment to beta2AR, cell-based reporter | Potency, µM (doses to about 46.1 µM), without a hit: top-dose activation, most hits filed as activators | 0.02% of 330,000 active;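 also: potency is read from the fitted curve at half-maximal effect; 0% = DMSO controls and full agonism = EC100 isoproterenol or metaproterenol; nearly all actives have a fitted effect of over 65% in size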
Giardia killer: Small Molecules that selectively kill Giardia lamblia: qHTS. Giardia lamblia trophozoite viability. activity change, % at 7.66 µM, hits read low. 0.15% of 340,000 active; in the data active = activity change below about -80%; inconclusive = between about -30% and that limit;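 also: parasites exposed to compound for two days anaerobically before the ATP read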
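Anaerobic 48 hrs incubation at 37 deg C of 100 trophozoites/well with test compounds; ATPLite 1-Step luminescence, 15-30 min RT, reports cellular ATP as viability.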
KCNH2 3.1 block: qHTS for Inhibitors of KCHN2 3.1: Mutant qHTS. activity change, % (tested at about 1.8 µM). 0.95% of 340,000 active. Potassium voltage-gated channel subfamily H member 2, brain isoform KCNH2 3.1 (human). U2OS KCNH2 3.1, thallium flux FluxOr; hits give low values;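 active = maximum activity change below -70%; inconclusive = maximum activity change from -70% to -50%; inactive = maximum activity change above -50%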;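 also: thallium influx rate constant from kinetic fluorescence after stimulation buffer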
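Channel expression came from 3.1 mutant virus (1.77 x 10^8 /mL) applied to suspended U2OS cells for 4 h. Flux was tracked with FluxOr dye plus Red40 quencher, and kinetic rate constants normalized to controls.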
GALK inh: qHTS Assay for Inhibitors of Human Galactokinase (GALK); 0.007% of 270,000 active; Potency, µM (titrated, usually from 57.5 µM), inactives show at the top dose activity change, negative = inhibition, most hits filed as inhibitors; Purified GALK, Kinase-Glo residual ATP luminescence; also: potency is read from the fitted curve at half-maximal effect
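Kinase-Glo Plus luminescence measured ATP left after a 1 h room-temperature reaction. The reaction used 5 nM GALK, 100 uM galactose and 35 uM ATP at pH 8.0 (20 mM HEPES, 5 mM MgCl2, 60 mM NaCl, 1 mM DTT, 0.01% BSA).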
USP2a inh: qHTS Assay for Inhibitors of Ubiquitin-specific Protease USP2a Using CHOP2 as the Reporter; Ubiquitin carboxyl-terminal hydrolase 2 (Homo sapiens), O75604; 0.01% of 330,000 active; Potency, µM (highest dose often 38.3 µM), inactives show at the top dose activity change, negative = inhibition, actives largely listed as inhibitors; USP2 core, Ub-CHOP2 coupled fluorogenic reporter, 485/531;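 also: potency is read from the fitted curve at half-maximal effect; plate controls were DMSO wells for no effect and full inhibition by NEM control for full effect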
Target sequence (O75604 whole entry, looked up): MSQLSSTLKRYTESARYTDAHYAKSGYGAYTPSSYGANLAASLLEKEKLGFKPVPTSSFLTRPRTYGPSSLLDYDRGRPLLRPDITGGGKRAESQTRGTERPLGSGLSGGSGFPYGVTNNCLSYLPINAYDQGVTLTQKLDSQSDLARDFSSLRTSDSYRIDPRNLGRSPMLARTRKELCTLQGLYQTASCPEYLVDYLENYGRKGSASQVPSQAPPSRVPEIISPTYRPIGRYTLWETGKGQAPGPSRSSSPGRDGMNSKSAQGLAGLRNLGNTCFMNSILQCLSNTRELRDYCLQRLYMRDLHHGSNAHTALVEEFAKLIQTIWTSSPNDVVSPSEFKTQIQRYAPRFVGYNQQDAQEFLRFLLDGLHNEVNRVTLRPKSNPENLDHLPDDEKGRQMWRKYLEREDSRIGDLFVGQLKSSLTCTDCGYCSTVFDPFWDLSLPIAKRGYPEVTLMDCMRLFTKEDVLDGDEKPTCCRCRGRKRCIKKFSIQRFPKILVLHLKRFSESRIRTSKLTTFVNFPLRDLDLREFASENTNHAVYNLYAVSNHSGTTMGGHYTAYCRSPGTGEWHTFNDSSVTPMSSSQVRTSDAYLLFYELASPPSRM
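Deubiquitinase activity read as fluorescence (485/531 nm) after Ub-CHOP2 cleavage activates the enterokinase reporter on its substrate; USP2 core 10nM, Ub-CHOP2 and substrate 25nM each, 30min compound preincubation then 60min RT; data normalized to NEM, curves fitted.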
hERG WT inh: qHTS for Inhibitors of KCHN2 3.1: Wildtype qHTS | Voltage-gated inwardly rectifying potassium channel KCNH2 (Homo sapiens), Q12809 | U2OS, BacMam KCNH2, thallium flux FluxOr; hits give low values | activity change, % at 1.84 µM | 0.37% of 340,000 active | AID 720551, 2013;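 active = maximum activity change below -70%; inconclusive = maximum activity change between -70% and -50%; inactive = maximum activity change above -50%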
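U2OS cells transduced with wild-type KCNH2 virus are loaded with FluxOr dye for 45 min, and thallium flux is measured in kinetic reads before and after stimulation buffer. Rate constants are normalized to DMSO controls.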
* = called active by the depositor; ? = inconclusive; / = no result given; & = joins results of further samples; [ ] = another dose, or the depositor's remark. Unless noted, calls follow the shape of the dose curve; as a rule, active = well fitted curve in the direction sought with a large enough effect; inconclusive = small, poorly fitted or top-dose-only effect, or another doubt; inactive = no such curve, though single readings can be large; an effect the other way counts as inactive or inconclusive. Unless noted, % is scaled to controls: 0 for no effect and ±100 for the full control effect.

Compound | Chronic BCR inh | PKM2 act | Eya2 inh | FBPA coupling cs | uPA surface inh | B2AR arrestin | Giardia killer | KCNH2 3.1 block | GALK inh | USP2a inh | hERG WT inh
Cc1ccc(S(=O)(=O)NNC(=O)CCCCC(=O)NNS(=O)(=O)c2ccc(C)cc2)cc1 | 2.4% | 0.6% | -15.4% | 0.6 | 6.7% | 0.3% | -2.3 | ? | -0.6% | 3.8% | -8.6
O=C(CNC(=O)c1ccc2c(c1)OCO2)N/N=C/c1cccc([N+](=O)[O-])c1 | -3.1% | -0.2% | -0.3% | -3.3 | -5.1% | 0.0% | -15.1 | 0.6 | 1.6% | -0.6% | -13.4
COC(=O)C1CCN(C(=O)c2ccc3oc(Cc4ccc(Cl)cc4)nc3c2)CC1 | -0.8% | -5.6% | 2.4% | / | -3.5% | -0.3% | -1.9 | 0.8 | 0.0% | 0.1% | 5.0
O=C(NNC(=S)NC(=O)c1ccco1)c1ccc(NC(=O)c2ccccc2)cc1 | ? | -4.3% | -5.0% | 4.2 | 9.9% | 0.1% | -10.6 | 10.9 | -0.8% | -9.0% | 1.2
O=C(Cc1ccccc1)N/N=C/c1cccnc1 | -0.5% | / | 8.1% | -1.6 | -1.1% | 0.4% | 6.0 | 2.9 | 4.1% | -0.9% | -33.1
CC1(OC(=O)CCc2ccccc2)C(=O)C=C2C=C(c3ccc(C#N)cc3)N(CCc3ccccn3)C=C2C1=O (configuration not stated) | 10.7% | -7.9%[11.5 µM] | 5.2% | -0.2&-28.3 | 1.6% | -0.1% | 13.3 | 8.3 | 0.0% | -1.6% | 0.1
CCOc1ccc(OCCNCc2ccc(OC(C)C(=O)N(C)C)c(OCC)c2)cc1 (configuration not stated) | 0.3% | / | 4.8% | -2.7 | -3.3% | 0.1% | -0.8 | 10.0 | -1.9% | -9.0% | 22.2
C=CCn1c(=NC(=O)C2CCCCC2)sc2cc(NC(C)=O)ccc21 | 0.1% | -1.8% | -0.9% | 0.4 | 6.4% | -0.2% | 1.1 | 5.1 | 0.3% | 1.2% | -3.5
CC(C)CCNC(=O)C1(c2cccs2)CCOCC1 | 4.2% | 2.0% | 3.5% | 0.5 | 5.1% | -0.6% | -6.5 | 4.0 | 1.0% | -0.8% | 5.2
Cc1ccccc1NC(=O)c1ccc(NS(=O)(=O)c2cc(C(C)(C)C)cc(C)c2C)cc1 | -1.8% | -0.8% | -7.7% | 0.2 | -6.2% | -0.7% | 1.8 | -9.0 | 0.4% | -7.7% | -0.1
COc1cc(/C=C(\C#N)C(=O)NCC2CCCO2)ccc1OC(C)C (configuration not stated) | -6.1% | -1.3% | -13.7% | 2.0 | -2.0% | ? | -17.9 | 16.2 | 0.3% | 1.9% | 8.3
Cc1cc(N2CCOCC2)ccc1/C=C1\NC(=O)N(CC(=O)Nc2ccc(F)cc2)C1=O | -1.7% | -1.7% | 0.1% | -0.2 | -7.8% | -0.8% | 4.2 | 1.0 | 1.1% | -0.5% | -9.4
CCNC(=O)N1C(=O)C2(OCCO2)c2cc(Br)ccc21 | 1.4% | -4.8% | -5.6% | -1.6 | -0.8% | -0.7% | 0.8 | 14.5 | 1.2% | 4.2% | -2.0
N=c1ccn(Cc2ccc(Cl)c(Cl)c2)cc1 | 0.6% | -11.1% | 0.3% | 2.2 | -12.8% | -0.1% | -17.3 | 4.3 | 3.6% | 1.5% | 3.2
Cc1cccc(N2CCN(S(=O)(=O)c3c(C(=O)N4CCCCC4)c(C)n(C)c3C)CC2)c1C | 1.1% | / | -5.1% | / | -2.0% | 0.1% | -9.8 | -4.6 | 0.9% | -0.8% | -2.1
N#CCSc1nnc(-c2ccc(F)cc2)n1N | 10.1% | -6.7% | 8.7% | -0.4 | 0.8% | -0.1% | -1.7 | -12.1 | 4.6% | -0.2% | -0.5
O=C(/C=C/c1ccccc1)Nc1ccc(Cl)cn1 | ? | -4.7% | 11.6% | 2.4 | -7.5% | 0.5% | 2.7 | -7.6 | 2.2% | 0.0% | -1.7
CCOC(=O)C(NC(C)=O)C(=O)Nc1c(C)cccc1C (configuration not stated) | 5.7% | 1.8% | -0.3% | -0.5 | 2.2% | -0.1% | -18.9 | -26.4 | 0.0% | 1.5% | 0.4
Cc1ccc(-n2c(O)c(C=NCc3ccccn3)c3ccccc3c2=O)cc1 | -2.0% | 2.1% | -15.1% | 3.0 | 10.9% | -1.0% | 37.2[activator] | 2.0 | 1.1% | 2.1% | -11.4
COCCCN1C(=O)C(=O)/C(=C(/O)c2ccc(S(=O)(=O)N3CCOCC3)cc2)C1c1ccc(Cl)cc1 (configuration not stated) | -0.1% | / | 1.8% | / | 8.6% | -0.1% | -2.7 | 5.7 | 2.2% | 2.2% | -13.7
COc1ccc(S(=O)(=O)N2CCC(C(=O)NCCc3c[nH]c4ccccc34)CC2)cc1 | -2.3% | / | -0.4% | 1.4 | -17.0% | 0.1% | -6.9 | 0.4 | / | -2.1% | 0.5
CCOC(=O)C(NS(=O)(=O)c1ccccc1)(C(F)(F)F)P(=O)(OCC(C)C)OCC(C)C (configuration not stated) | 5.7% | 2.0% | -1.2% | 0.3 | -11.9% | 7.2% | -3.5 | 3.2 | 0.2% | 0.4% | 6.3
O=C(COc1ccc(S(=O)(=O)N2CCCC2)cc1Cl)NCc1cccnc1 | 4.9% | 14.6% | -4.5% | / | 0.9% | -0.1% | -4.8 | -8.8 | -2.2% | 2.3% | 14.0
COC(=O)c1cc(NC(=O)CC2NC3CCCCC3NC2=O)cc(C(=O)OC)c1 (configuration not stated) | ? | 11.5% | 4.7% | / | / | -0.2% | 1.0 | 3.1 | -1.4% | 1.9% | 9.6
Cc1ccc(N(C)S(=O)(=O)c2c(C)[nH]c(C)c2C(=O)N2CCCC2)cc1 | 4.9% | / | -1.7% | / | -0.6% | -0.3% | -1.3 | -3.8 | 1.3% | -1.5% | -4.1
CCOC(=O)c1sc(N2C(=O)C(O)=C(C(=O)c3ccc(C)o3)C2c2ccc(OC)c(OC)c2)nc1C (configuration not stated) | 4.7% | 0.1% | -11.6% | / | 0.8% | 0.6% | 5.3 | -1.4 | -1.6% | 0.6% | -2.3
Cc1ccc2nc(SCc3ccc([N+](=O)[O-])cc3)nc(C)c2c1 | 7.5% | -2.9% | -7.9% | -1.8 | / | 0.3% | -10.0 | -5.7 | -1.9% | 0.1% | 17.0
CCc1cc(C(=O)N2CCCC(N3CCN(c4cccc(C(F)(F)F)c4)CC3)C2)n(C)n1 (configuration not stated) | -7.3% | / | -14.4% | 0.5 | -9.8% | 0.3% | -3.7 | -11.5 | -4.7% | 1.0% | 12.9
Cc1ccc(C)c(N2CCN(CCCNC(=O)Cn3cccc3C(=O)c3ccccc3C)CC2)c1 | -1.0% | -2.8% | -4.3% | 0.1 | 4.4% | 0.0% | 11.5 | -84.4* | -0.5% | 0.5% | -75.0*
CC1(C)CC2CC(C)(CN2C(=O)C23CCC(C)(C(=O)C2)C3(C)C)C1 (configuration not stated) | 1.9% | -4.3% | -4.6% | 2.3 | 2.7% | -0.4% | 12.0 | 6.6 | 1.7% | 3.2% | -0.8
COc1ccc(C(CNC(=O)c2ccc(NS(=O)(=O)c3ccc(F)cc3)cc2)N2CCOCC2)cc1 (configuration not stated) | -0.3% | -3.4% | 3.4% | 1.3 | -10.3% | 0.2% | 14.9 | -2.3 | 5.2% | -0.6% | -4.8
COc1ccccc1-c1ccc(=O)n(CC(=O)NC(C)(C)C)n1 | -1.9% | -5.2% | -5.6% | -0.7 | / | -0.2% | -5.7 | 1.8 | 1.6% | -2.8% | -13.1
Cc1nn(C)c(C)c1S(=O)(=O)N(CC(=O)NCCCOC(C)C)c1ccc(C(C)C)cc1 | -2.2% | 6.8% | 3.5% | 0.1 | / | -0.6% | -8.3 | 19.6 | -1.8% | -2.1% | 21.2
Cc1cccn2c(CN(C)C3CCCc4ccccc43)c(C(=O)N3CCOCC3)nc12 (configuration not stated) | 9.0% | -1.3% | -14.3% | -19.1 | -0.4% | 0.7% | -12.0 | -2.4 | -3.5% | -1.0% | /
CCC(C)NC(=O)CSc1nc2c(sc(=S)n2Cc2ccco2)c(=O)n1-c1ccccc1 (configuration not stated) | -4.6% | -18.8% | 22.2% | 0.0 | 8.4% | -0.9% | 4.2 | -18.2 | -2.0% | -1.6% | -3.2
